Bioassay records (PubChem)
KCNQ1 inh: blocks the human KCNQ1 potassium channel; B-score at 10 µM; CHO-K1 KCNQ1, FluxOR thallium flux fluorescence; hits give high values; 310,000 tested, 1.3% active;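 active = compounds whose thallium flux B-score, printed positive for inhibition, exceeds three library SD while starting fluorescence stays within three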;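 note: channel opened by potassium depolarization with thallium stimulus after 20 min compound exposure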
KCNQ1 pot: potentiates or activates the human KCNQ1 potassium channel; CHO-K1 KCNQ1, thallium flux FluxOR fluorescence; hits give high values; AID 2648; B-score at 10 µM; 310,000 tested, 0.35% active;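 active = fluorescence ratio B-score, a plate-corrected score, at least three library SD, with initial intensity B-score within 5 SD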
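Assay system: CHO-K1 cells stably expressing KCNQ1. Medium: assay buffer for compound exposure, DMSO matched across wells. Timing: 37 °C overnight plating, 90-min dark dye load, 20-min compound pretreatment. Signal: kinetic FluxOR fluorescence, 10 s baseline plus 110 s post-stimulus.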
TRPC4 act: activators of mouse TRPC4 channel; B-score at 10 µM; 310,000 tested, 0.49% active; HEK293 TRPC4beta/mu-opioid, Fluo4 calcium fluorescence; hits give high values; Q9QUQ5;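 active = B-score above 5 SD of library B-scores, and initial fluorescence ratio not above library mean plus 5 SD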;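 note: positive B-score marks a calcium rise read as TRPC4 activation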
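Test system: HEK293 cells stably co-expressing mouse TRPC4beta and mu-opioid receptor | Schedule: Fluo4 dye loading 45 min at room temperature, 110 s recording | Measured by: Kinetic Fluo4 calcium fluorescence, 5 s baseline at 1 Hz | Evaluation: B score of integrated ratio | Controls: Buffer (low) and maximal DAMGO (high)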
TRPC4 inh: inhibitors of mouse TRPC4 channel | HEK293 TRPC4beta/mu-opioid, DAMGO-evoked Fluo4 calcium flux; hits give low values | B-score at 10 µM | Q9QUQ5 | 300,000 tested, 0.39% active;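 active = B-score over 3 SD under the library average, no early fluorescence shift, positive overall ratio signal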
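Assay system: Stable TRPC4beta/mu-opioid receptor HEK293 cells | Reagent: DAMGO in two steps, submaximal then maximal | Compound dosing: Single concentration per test compound | Signal: Fluo4 Ca2+ flux fluorescence | Evaluation: Per-well B score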
KCNK9 block: inhibitors of human KCNK9 two-pore domain potassium channel | Q9NPC2 | HEK293 KCNK9, FluxOR thallium flux fluorescence; hits give low values | B-score at 10 µM | 310,000 tested, 1.2% active;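 active = ratio B-score over 3 SD below the library mean, with starting fluorescence within 5 SD of its mean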;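 note: negative B-score means less thallium flux so channel inhibition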
Target sequence (Q9NPC2 whole entry, looked up, the tested form may be a part): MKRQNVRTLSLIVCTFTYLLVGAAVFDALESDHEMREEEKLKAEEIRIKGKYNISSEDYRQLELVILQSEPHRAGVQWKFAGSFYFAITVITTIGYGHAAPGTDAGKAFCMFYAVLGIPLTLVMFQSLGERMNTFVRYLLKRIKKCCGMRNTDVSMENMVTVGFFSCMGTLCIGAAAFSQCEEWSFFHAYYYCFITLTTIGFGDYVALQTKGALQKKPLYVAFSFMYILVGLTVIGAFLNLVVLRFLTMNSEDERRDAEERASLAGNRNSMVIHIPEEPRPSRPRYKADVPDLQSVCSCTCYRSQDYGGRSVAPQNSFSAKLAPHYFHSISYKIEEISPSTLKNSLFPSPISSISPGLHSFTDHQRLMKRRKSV
KCNK3 block: human KCNK3 channel inhibition, primary screen; AID 602410; CHO-KCNK3 thallium flux, FluxOR fluorescence; hits give low values; B-score at 10 µM; O14649; 340,000 tested, 0.84% active;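 active = B-score under library mean minus 4 SD, starting fluorescence ratio at most library mean plus 5 SD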;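 note: more negative B-score means stronger inhibition of thallium flux through KCNK3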
Target sequence (O14649 whole entry, looked up): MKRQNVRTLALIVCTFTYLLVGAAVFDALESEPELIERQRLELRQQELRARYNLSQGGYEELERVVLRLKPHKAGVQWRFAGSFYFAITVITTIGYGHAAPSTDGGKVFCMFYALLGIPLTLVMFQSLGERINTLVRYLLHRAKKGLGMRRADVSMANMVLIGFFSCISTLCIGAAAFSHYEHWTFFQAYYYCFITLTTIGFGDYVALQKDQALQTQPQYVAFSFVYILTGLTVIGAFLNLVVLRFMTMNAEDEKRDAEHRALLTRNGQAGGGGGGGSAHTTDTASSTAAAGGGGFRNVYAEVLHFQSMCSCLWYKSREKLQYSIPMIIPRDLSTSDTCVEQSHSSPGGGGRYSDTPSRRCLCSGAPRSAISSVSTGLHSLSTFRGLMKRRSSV
Platelet DG rel: platelet dense granule release activity; human platelet-rich plasma, SFLLRN dense granule ATP release, luminescence; 300,000 tested, 0.22% active; inhibition, %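 (compounds screened at 7.5 µM in platelet-rich plasma)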;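 active = mean replicate score, as percent of positive control, at or above 50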
hERG rescue: compounds protecting human hERG from proarrhythmic drug block; Q12809; CHO-hERG, FluxOR thallium flux, dofetilide IC70 present; activation (rescue from dofetilide block), less the hit threshold, % at 10 µM; 310,000 tested, 0.51% active; AID 1511;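 active = activation above the mean of controls blocked by dofetilide plus 5 SD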;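 note: thallium influx through hERG after potassium depolarization seen as dye fluorescence rise; in these data hits start at about 4.7%; inactives centre near -7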
PolyA inhibitor: blocks polyadenylation in yeast reporter cells; S. cerevisiae SKY197-pL101 polyadenylation reporter, beta-gal luminescence; efflux-impaired pdr1/pdr3 knockout yeast; score 100 = 6 SD above DMSO; calls only at 12 µM; 300,000 tested, 0.02% active;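 active = lowest replicate activity score at least 50, where 100 means six control SD above control mean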;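 note: yeast exposed to compound for 9 h at 30 °C; higher score means more reporter readthrough which indicates perturbed polyadenylation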
TRPC4 potent: allosterically enhances the mouse TRPC4 cation channel; Q9QUQ5; HEK293 TRPC4beta/mu-opioid, DAMGO EC20, Fluo-4 Ca2+ flux; hits give high values; 310,000 tested, 0.42% active; B-score at 10 µM; AID 2227;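 active = B-score of calcium response area above 5 SD of library B-scores, with initial fluorescence ratio within 5 SD of library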;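 note: B-score of integrated fluorescence ratio over time as area under calcium response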
DYRK1A inh: Dyrk1A (rat) kinase inhibition; ADP-Glo luminescence, NFATc1 peptide; inhibition, % at 12.5 µM; 310,000 tested, 0.43% active; AID 504441; in the data active = inhibition above about 50%;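 note: plate controls were vehicle with enzyme for no effect and no enzyme for full effect; many of its hits are not listed in these tables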
* marks the source's active call; other numbers are inactive results; i = inactive; . = no result given. These rows are one share of the data (hit frequency here may not be typical).

SMILES	KCNQ1 inh	KCNQ1 pot	TRPC4 act	TRPC4 inh	KCNK9 block	KCNK3 block	Platelet DG rel	hERG rescue	PolyA inhibitor	TRPC4 potent	DYRK1A inh
CCN(CC)c1nc(-c2ccccc2)nc2ccccc12	i	i	i	i	i	-9.5*	-1	-12	i	i	1
Cc1nc2c(C(=O)NCc3ccccc3)c[nH]n2c(=O)c1Cl	i	i	i	i	i	i	-9	-9	i	i	16
COCC(=O)NC(c1ccccc1)c1ccccc1	i	i	i	i	i	i	-2	-9	i	i	-5
C=CCN=C1NN=C(c2ccc3c(c2)OCCO3)CS1	i	i	i	i	i	i	10	-4	i	i	8
O=C1NC(=O)/C(=C/c2ccccc2Oc2ccc(Cl)cc2)S1	11*	i	i	i	i	i	1	-10	i	i	-2
O=S(=O)(c1ccc(Cl)cc1)N1CCc2ccccc21	i	i	i	i	i	i	-7	-15	i	i	3
Cc1cccc(C(=O)NCC(=O)NC2CCN(Cc3ccccc3)CC2)c1	i	i	i	i	i	i	-4	-6	i	i	-3
O=C(N/N=C/c1cccc(OCc2ccccc2)c1)c1ccc(Br)cc1	i	i	i	i	i	i	0	-5	i	i	1
FC(F)(F)c1nnc2c(Sc3ccc(Cl)cc3)nc3ccccc3n12	i	i	i	i	i	i	-2	-11	i	i	1
CCN(CC)S(=O)(=O)c1cccc(NC(=O)CCNC(=O)c2ccc([N+](=O)[O-])cc2)c1	i	i	i	i	i	i	5	-9	i	i	-5
CC(=O)c1c(C)[nH]c(C(=O)N2c3ccccc3CC2C)c1C (configuration not stated)	i	i	i	i	i	i	3	-8	i	i	0
CN1CCN(c2ccncc2S(=O)(=O)N2CCCCC2)CC1	i	i	i	i	i	i	-4	-6	i	i	0
CCOc1ccc(NS(=O)(=O)c2ccc3[nH]cc(C(=O)NCC4CCCO4)c(=O)c3c2)cc1 (configuration not stated)	i	i	i	i	i	i	4	-3	i	i	-7
Cc1ccc(S(=O)(=O)Nc2cc3c4c(c2)C(C)C(=O)N4CCC3)cc1 (configuration not stated)	i	i	i	i	i	i	0	-5	i	i	8
CC(C(=O)N1CCCCC1)N1C(=O)c2ccccc2C1=O (configuration not stated)	i	i	i	i	i	i	-1	-3	i	i	-7
COc1ccc(C(=O)NC(=S)Nc2ccc(Cc3ccncc3)cc2)cc1	i	i	i	i	i	i	-8	-9	i	i	-5
OCCC1CN(Cc2ccc(Oc3ncccn3)cc2)CCN1CCc1ccccc1 (configuration not stated)	i	i	i	i	i	i	9	-5	i	i	4
COc1ccc(C2(O)CCN(Cc3nnnn3Cc3ccc(C)cc3)CC2)cc1	i	i	i	i	i	i	6	-2	i	i	4
O=C(C1=NN[C@@H]2C(=O)N(Cc3ccccc3)C(=O)[C@H]12)c1ccc(F)cc1	i	i	i	i	i	i	5	-7	i	i	.
COc1ccc(OCC2NCCc3cc(OC)c(OC)cc32)cc1 (configuration not stated)	i	i	i	i	i	i	-1	-7	i	i	-9
CCC(C)[C@H](NC(=O)NCCCn1ccnc1)C(=O)OC (some centres not stated)	i	i	i	i	i	i	-3	1	i	i	3
CCOC(=O)c1c(C)[nH]c(C)c1C(=O)COC(=O)c1cc2ccccc2cc1OC	i	i	i	i	-7.7*	i	5	-8	i	i	12
N#Cc1nc(-c2cccc(Cl)c2)oc1NCc1cccnc1	i	i	i	i	i	i	-13	-13	i	i	35
COc1cc(OC)c2c(C)cc(=O)oc2c1C(CCN1CCN(c2ccccc2)CC1)c1ccc2c(c1)OCO2 (configuration not stated)	i	i	i	i	i	i	-1	-17	i	i	9
C/C(=N\Nc1nc(-c2cc(C)ccc2C)cs1)c1cc2c(ccc3ccccc32)oc1=O	i	i	i	i	i	i	-2	-7	i	i	-1

KCNQ1 inh, what is marked active above.
Structure	KCNQ1 inh	KCNQ1 pot	TRPC4 act	TRPC4 inh	KCNK9 block	KCNK3 block	Platelet DG rel	PolyA inhibitor	TRPC4 potent	DYRK1A inh
O=C1NC(=O)/C(=C/c2ccccc2Oc2ccc(Cl)cc2)S1	11*	i	i	i	i	i	1	i	i	-2

Results in KCNQ1 inh, for 2 of the compounds above:
Structure,KCNQ1 inh
COc1cc(OC)c2c(C)cc(=O)oc2c1C(CCN1CCN(c2ccccc2)CC1)c1ccc2c(c1)OCO2 (configuration not stated),i
CN1CCN(c2ccncc2S(=O)(=O)N2CCCCC2)CC1,i

Back to the main list with the 4 entries that preceded the break.
SMILES	KCNQ1 inh	KCNQ1 pot	TRPC4 act	TRPC4 inh	KCNK9 block	KCNK3 block	Platelet DG rel	hERG rescue	PolyA inhibitor	TRPC4 potent	DYRK1A inh
CCOC(=O)c1c(C)[nH]c(C)c1C(=O)COC(=O)c1cc2ccccc2cc1OC	i	i	i	i	-7.7*	i	5	-8	i	i	12
N#Cc1nc(-c2cccc(Cl)c2)oc1NCc1cccnc1	i	i	i	i	i	i	-13	-13	i	i	35
COc1cc(OC)c2c(C)cc(=O)oc2c1C(CCN1CCN(c2ccccc2)CC1)c1ccc2c(c1)OCO2 (configuration not stated)	i	i	i	i	i	i	-1	-17	i	i	9
C/C(=N\Nc1nc(-c2cc(C)ccc2C)cs1)c1cc2c(ccc3ccccc32)oc1=O	i	i	i	i	i	i	-2	-7	i	i	-1
COc1ccc(-c2[nH]ncc2CN2CCC(O)(c3ccc(Cl)cc3)CC2)cc1	i	i	i	i	i	i	0	-10	i	i	.
COc1ccc(C(=O)NC(=S)N2CCCC2)cc1	i	i	i	i	i	i	-1	3	i	i	1
Cc1ccc(OCc2nnc(NC(=O)OCC(C)C)s2)cc1	i	i	i	i	i	i	-10	-6	i	i	6
CCC(C)NC(=O)c1cc(Cl)c(NC(=O)C2=C(C)OCCS2)cc1OC (configuration not stated)	i	44*	i	i	i	i	-4	-4	i	i	1
CC1CN(CC(O)COCc2ccc3c(c2)OCO3)CC(C)O1 (configuration not stated)	i	i	i	i	i	i	0	-3	i	i	-2
CC1CC(C)CN(CCCNC(=O)C2CCN(c3ncnc4c3sc3cccc(F)c34)CC2)C1 (configuration not stated)	i	i	i	i	i	.	12	-14	i	i	.
CCc1noc(C)c1C(=O)Nc1cccc(S(=O)(=O)N2CCCCCC2)c1	i	i	i	i	i	i	12	-10	i	i	6
CCc1nnc(SCC(=O)NC2CCCC2)nc1CC	i	i	i	i	i	i	-1	-3	i	i	.
O=C(OCc1ccccc1)c1ccc2c(c1)-c1ccccc1C2=O	i	i	i	i	i	i	-5	-14	i	i	-2
NC(=O)COc1cccc(/C=N/NC(=O)c2ccc(-n3cccc3)cc2)c1	i	i	i	i	i	i	-3	-8	i	i	-4
Cc1c(-c2ccccc2)oc2c(C(=O)OCC(=O)Nc3ccc(F)cc3)cccc2c1=O	i	i	i	i	i	i	-3	-28	i	i	3
CCSc1nc(N)c(C#N)c(-c2ccccc2Cl)c1C#N	i	i	i	i	i	i	-2	0	i	i	-2
COc1ccc(CN2CC(C(=O)NCCCN3CCCC(C)C3)CC2=O)cc1 (configuration not stated)	i	i	i	i	i	i	-13	-6	i	i	3
COc1ccc(C(=O)N/C(=C\c2cn(C)c3ccccc23)C(=O)NCCCN2CCOCC2)cc1	i	i	i	i	i	i	4	-6	i	i	-2
COc1ccc(NC(=O)CCNS(=O)(=O)c2ccc3c(c2)c(=O)n(C)c(=O)n3C)cc1	i	i	i	i	i	i	-13	-8	i	i	-4
O=C(COC(=O)c1ccc(O)cc1O)NCCN1C(=O)CSC1=O	i	i	i	i	i	i	1	-8	i	i	0
O=C(NCCCN1CCOCC1)c1ccc([N+](=O)[O-])cc1[N+](=O)[O-]	i	i	i	i	i	i	2	-3	i	i	4
CCN(CC1CCCN(CCc2cccc(OC)c2)C1)C(=O)c1ccc(COC)o1 (configuration not stated)	i	i	i	i	i	i	-7	-5	i	i	-3
Cc1ccccc1CNC(=O)CCC(=O)N1CCOc2ccccc21	i	i	i	i	i	i	3	-7	i	i	1
Cc1ccc(NC(=O)N2CCCN(C(=O)OC(C)(C)C)CC2)cc1Cl	i	i	i	i	i	i	-5	-4	i	i	3
CCOC(=O)N1CCN(S(=O)(=O)c2ccc(OCC(=O)OC)c(Cl)c2)CC1	i	i	i	i	i	i	-13	-5	i	i	-7
COc1ccccc1N(CC(=O)N/N=C/c1ccc(OCC(=O)NCc2ccco2)cc1)S(=O)(=O)c1ccc(C)cc1	i	i	i	i	i	i	6	-12	i	i	11
CC(C)c1nc2cc(C(=O)N3CCN(c4cnccn4)CC3)ccc2o1	i	i	i	i	i	i	-3	-10	i	i	1
CC(C)c1ccc(C2c3[nH]c4ccccc4c3C[C@H]3C(=O)N(c4ccccc4C(=O)N4CCC[C@@H]4C(=O)O)C(=O)N23)cc1 (some centres not stated)	i	i	i	i	i	i	0	-9	i	i	0
Cn1c(SCC(=O)NCc2ccccc2)ncc(C(=O)Nc2ccccc2)c1=O	i	i	i	i	i	i	-13	-4	i	i	-2

The listing continues:
SMILES	KCNQ1 inh	KCNQ1 pot	TRPC4 act	TRPC4 inh	KCNK9 block	KCNK3 block	Platelet DG rel	hERG rescue	PolyA inhibitor	TRPC4 potent	DYRK1A inh
Cc1cc(C)n(C(=O)CN2C(=O)CCC2=O)n1	i	i	i	i	i	i	-1	-9	i	i	2
COc1ccc(CN(C(=O)/C=C/C(=O)c2ccc(OC)cc2O)C(C(=O)NC2CCCCC2)c2ccncc2)cc1 (configuration not stated)	i	i	i	i	i	i	11	-9	.	i	-6
CCN(CC(=O)Nc1ccccc1C(F)(F)F)C(=O)C1=COCCO1	i	i	i	i	i	i	8	-14	i	i	-4
CCCc1c(C)[nH]c2ccccc2c1=O	i	i	i	i	i	i	-1	-4	i	i	3
COc1ccc(N2CCN(c3ccc(C(=O)O)cc3[N+](=O)[O-])CC2)cc1	i	i	i	i	i	i	3	-10	i	i	-3
Cc1cc(CNC(=O)C2CCC(=O)N(Cc3ccccc3F)C2)nn1C (configuration not stated)	i	i	i	i	i	i	5	-8	i	i	3
CN(C)N1C(N)=C(C#N)C(c2cccs2)C2=C1CCCC2=O (configuration not stated)	i	i	i	i	i	i	-1	-6	i	i	4
O=C(NCC1CCCO1)c1ccc([N+](=O)[O-])s1 (configuration not stated)	i	i	i	i	i	i	-4	-6	i	i	-3
CC(=O)Nc1ccc(Sc2ccccc2C(=O)O)cn1	i	i	i	i	i	i	0	-1	i	i	1
O=C(COC(=O)CC(c1ccccc1)c1ccccc1)Nc1ccc(F)c(F)c1	6*	i	i	i	i	.	7	-18	i	i	.
